Screening results (PubChem)
SSB-PriA inh: inhibitors of Klebsiella pneumoniae PriA binding to SSB C-terminal tail, primary screen, biochemical, AlphaScreen; PriA–SSB C-terminal tail interaction (Klebsiella pneumoniae); AlphaScreen SSBct-PriA binding, biotinylated peptide; inhibition, % at 33 µM; 0.6% of 430,000 active; AID 1272365, 2023; in the data active means inhibition mostly above about 37%, no sharp cut-off; inactive means mostly below about 20%;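 further: plate controls were negative control peptide for no effect and reference peptide for full effect; strong numbers were not always called active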
The depositor's hits bear a star; i = inactive; & = joins results of further samples.

compound,SSB-PriA inh
C=C1[C@@H]2CC[C@H]3[C@]4(C)C[C@H](O[C@@H]5OC(CO)[C@@H](OSOOO)[C@H](OS(=O)(=O)O)[C@H]5OC(=O)CC(C)C)C[C@@H](C(=O)O)[C@H]4CC[C@]3(C2)[C@H]1O (stereo partly specified),1
Cc1ccc(CSC2=NCCN2C(=O)c2ccc(C(C)(C)C)cc2)cc1,-14&-8
CSC1=NCCN1C(=O)COc1ccc(Cl)cc1,-3
CCn1nc(C(=O)Nc2cccc(C(C)=O)c2)cc1C,-17
CC(=NNc1nc(C)cc(-c2ccccc2)n1)c1cccc(N)c1,13
CCOc1ccc(S(=O)(=O)Nc2ccc3c(c2)CCC(=O)N3)cc1F,-11
CCOC(=O)N1CCN(C(=O)CSc2ncnc3c2nnn3Cc2ccccc2)CC1,6
COc1cccc2cc(C(=O)NCC[C@H](O)c3ccco3)oc12,-15
CCOC(=O)c1c(NC(=O)c2ccccc2)sc2ccccc12,-11&-5
CCn1c(C=Nc2nc3ccccc3n2C)nc2ccccc21,-11
Cc1ccc(Nc2ccc(N3CCN(C(=O)Cc4ccc(F)cc4)CC3)nn2)cc1,-4
COc1ccc(/C=C/C(=O)NCC(=O)NN=C(C)Cc2ccccc2)cc1,-5
O=C(c1cccs1)N1CCCc2cc(NS(=O)(=O)CCc3ccccc3)ccc21,-5
CC(C)(C)C(=O)Nc1ccc(C(C)(C)C)cc1[N+](=O)[O-],62
COc1cccc(NC(=O)Cn2cc(-c3nnc(-c4ccco4)o3)c3ccccc32)c1,-4

Four entries drawn at random from those above:
compound,SSB-PriA inh
COc1ccc(/C=C/C(=O)NCC(=O)NN=C(C)Cc2ccccc2)cc1,-5
CCn1nc(C(=O)Nc2cccc(C(C)=O)c2)cc1C,-17
CCOC(=O)N1CCN(C(=O)CSc2ncnc3c2nnn3Cc2ccccc2)CC1,6
COc1cccc2cc(C(=O)NCC[C@H](O)c3ccco3)oc12,-15

Additional structures follow:
compound,SSB-PriA inh
Cc1ccc(NC(=O)CSc2ncc(-c3ccccc3)[nH]2)cc1Cl,-2
CC[N+](C)(CC)CCCC(=NO)C(O)(c1ccccc1)c1ccccc1,1
CCC(Sc1nc2ccccc2s1)C(=O)Nc1nnc(C(C)C)s1 (stereo unspecified),-7
COc1ccc(N2CCN(CC(O)COc3ccc(Cl)cc3Cl)CC2)cc1 (stereo unspecified),49
O=C(CCc1nc2sc3c(c2c(=O)[nH]1)CCCCC3)NCc1ccccc1,-6
COc1ccc(OC)c(S(=O)(=O)N2CCN(c3cccc(C(F)(F)F)c3)CC2)c1,-1
Cc1cc(-n2nnc(C(=O)NCCc3ccc(S(N)(=O)=O)cc3)c2C)ccc1F,7
CCOCC(=O)Nc1ccc(-c2nnc(CC)o2)cc1,-8
Cc1nnsc1C(=O)NCC1(Sc2ccccc2)CCOCC1,4
Cn1cc(C(=O)NC[C@]2(O)CCc3ccccc32)nn1,2
O=C(Cc1ccc(F)cc1)NCCn1ccc(-c2ccccn2)n1,-10
COc1ccc(OC)c(N2CC(c3nc4ccccc4[nH]3)CC2=O)c1 (stereo unspecified),-5&2
Cc1c(NC(=O)C2(c3cccs3)CCCC2)c(=O)n(-c2ccccc2)n1C,-16
O=C1CN(N=Cc2ccc([N+](=O)[O-])o2)C(=O)N1,-13
O=C(c1ccno1)N1CCSC(c2ccco2)CC1 (stereo unspecified),-8
CC(=O)Nc1ccc(NC(=O)CC(C)=NNC(=O)c2cccc3ccccc23)cc1,-10
O=C(CSc1ccc(-n2ccnc2)nn1)c1ccccc1,-8
COc1ccc(N2CC(c3noc(C)n3)CC2=O)cc1 (stereo unspecified),-11
Cn1nc(-c2ccccc2)cc1C(=O)Nc1ccccc1-c1ccc(=O)[nH]n1,-5
O=C(CCCn1c(SCC(=O)Nc2ccccc2Cl)nc2ccccc2c1=O)NCCc1ccccc1,-20
COc1ccc(NC(=O)C(=O)NCC2(c3cccs3)CCCC2)cc1OC,-3
CCc1nnc(NS(=O)(=O)c2ccc(NC(=O)c3ccc([N+](=O)[O-])o3)cc2)s1,-20
COc1ccc(-c2cc(SCc3cc(OC)cc(OC)c3)ncn2)cc1,-25
COc1cc(NC(=O)CSc2nccn3nc(-c4ccc(F)cc4)cc23)cc(OC)c1OC,-5
Oc1ccc(N=Cc2c[nH]c3ccccc23)cc1,46*
CC[C@@H](C(=O)N1CCC(c2nnc(C3CC3)s2)CC1)c1ccccc1,-9
CC(=NNC(=O)c1cc(C)nc2ccccc12)c1ccccn1,94*
COCCNC(=O)C(=O)NCC(c1ccc(N(C)C)cc1)N1CCN(C)CC1 (stereo unspecified),8
O=C(NCC1CC(=O)N(c2ccc3c(c2)OCO3)C1)Nc1cccs1 (stereo unspecified),-6
Cc1ccc(=O)n(C(C)C(=O)NCc2cccs2)n1 (stereo unspecified),-18
O=C(c1cccs1)N1N=C(c2ccco2)CC1c1ccc(F)cc1 (stereo unspecified),-17
COc1ccccc1CCNC(=O)C(=O)Nc1ccc2c(c1)OCO2,2
O=C(NN=Cc1ccc(Br)s1)c1cccnc1,-8
COc1ccc(N2CCN(S(=O)(=O)c3ccccc3F)CC2)cc1,17
Cc1c(C)n2c(SCc3ccc(Br)cc3)nnc2[nH]c1=O,-4
COc1ccc(-c2ccc(N3CCN(C(=O)C4CCCCC4)CC3)nn2)cc1OC,-10
O=C(Nc1ccc2c(c1)OCO2)N1CCS[C@H]1c1ccccc1F,4
O=C(NCc1cccs1)Nc1ccc(-n2ccnc2)nc1,-1
Cc1nc(-c2ccccc2)sc1C(=O)NCCn1nc(-c2ccncc2)ccc1=O,0
COc1cccc(C2SCCN2C(=O)c2ccc(Br)o2)c1 (stereo unspecified),-7
CCN(CC)CCN1C(=O)C(=O)C(=C(O)c2ccc(C)cc2)C1c1cccnc1 (stereo unspecified),-15
O=C(CCc1ccc(C(F)(F)F)cc1)Nc1ccc(CC(=O)NC2CC2)cc1,-10
Cc1ccc(C)c(C(=O)NC[C@H](O)c2ccoc2)c1,-12
CC1(C)CC(=O)c2sc(NC(=O)c3ccc(Cl)cc3Cl)nc2C1,-5
Cc1ccc(Nc2c(C(=O)N3CCOCC3)cnc3ccc(F)cc23)cc1C,1
CO/N=C/c1ccc(N2CCN(S(C)(=O)=O)CC2)c([N+](=O)[O-])c1,i
CCc1ccc(S(=O)(=O)N2CCC(n3c(=O)[nH]c4ccc(F)cc4c3=O)CC2)s1,-8
O=C(NCCOc1cc(N2CCCCC2)ncn1)c1cc2ccccc2oc1=O,-12
Cc1ccc(S(=O)(=O)c2nc(S(=O)(=O)Cc3ccccc3)sc2NCC2CCCO2)cc1 (stereo unspecified),-17&-5
Cc1ccc(CNC(=O)CSc2nnc3c4cc(-c5ccccc5)nn4ccn23)cc1,-12
Cc1cc(C)cc(NC(=O)CCNC(=O)N2C[C@H]3C[C@H](C2)c2cccc(=O)n2C3)c1,7
O=C(Cn1cccc1)Nc1cc(-n2cccn2)ncn1,-22
Cc1cc2c(c(N(C)C)n1)NCCC2,-11
Cc1nc(S(=O)(=O)NC[C@H]2Cc3ccccc3CO2)cn1C,-8
O=C(NCCC1=CCCCC1)NC1CC(=O)N(c2ccc(F)cc2)C1 (stereo unspecified),8
Cc1nc(-c2ccc(N3CCN(C(=O)c4ccc5ncsc5c4)CC3)nc2)no1,-4
COc1ccccc1-c1cc(C(=O)N2CCc3nc(NC(=O)c4ccco4)sc3C2)[nH]n1,-8
O=C(NCCC1=CCCCC1)C1CN(S(=O)(=O)C2CC2)C1,-7
CC(=O)Nc1cccc(C(C)=NNC(N)=S)c1,-10
CC(C)(C)c1ccc(OCC(=O)Nc2ccc3c(c2)N(C(=O)c2cccs2)CC3)cc1,9

Gathered by group, those above with a tert-butyl group
compound,SSB-PriA inh
Cc1ccc(CSC2=NCCN2C(=O)c2ccc(C(C)(C)C)cc2)cc1,-14&-8
CC(C)(C)C(=O)Nc1ccc(C(C)(C)C)cc1[N+](=O)[O-],62
CC(C)(C)c1ccc(OCC(=O)Nc2ccc3c(c2)N(C(=O)c2cccs2)CC3)cc1,9

The list goes on.
compound,SSB-PriA inh
O=C(Cn1c(=O)oc2ccccc21)N1CC(n2ccnn2)C1,-11
CCOC(=O)N1CCc2c(sc(NC(=O)c3cc(OCC)c(OCC)c(OCC)c3)c2C#N)C1,-12&-4
O=C(NCCc1cn2c(n1)SCC2)C(=O)Nc1ccc2c(c1)OCCO2,19
CCCc1cc(=O)[nH]c(SCC(=O)c2ccccc2)n1,-4
O=C(C[n+]1ccccc1)NN=Cc1ccc(Cl)c(Cl)c1,-4
COC(=O)N1CCc2nc(N)sc2C1,-6
CCS(=O)(=O)c1cccc(C(=O)Nc2nc3ccc4nc(C)sc4c3s2)c1,-12
COc1cccc(NC(=O)N2CCC3(CC2)OCCS3)c1OC,-10
C=c1occc1=C1NN=C2SCC(c3ccc(-c4cc(Cl)ccc4Cl)o3)=NN21,-26
C=CCc1cccc(C=NNC(=O)C[n+]2ccccc2)c1O,4
O=c1c2[nH]c3ccccc3c2ncn1Cc1ccccc1,-2
COc1ccc(CCC(=O)Nc2ccc3c(c2)CN(S(=O)(=O)c2ccc(C)cc2)CC3)cc1,12
CS(=O)(=O)c1ccc(NC(=O)c2n[nH]nc2-c2ccccc2)cc1,-26
O=S(=O)(NCCOc1ccc(F)cc1)c1ccc2ccccc2c1,-11
O=C(Nc1cccc2c1C(=O)NC2=O)C1=COCCO1,-14&-9
CCCN1C(=O)C(C)(C)COc2ccc(NC(=O)CC(C)C)cc21,18
Cc1ccc(C(=O)NNc2ccc(Cl)c(Cl)c2)cc1,3
O=C(NCc1ccc(Cl)cc1)N1CCC(c2nnc(-c3ccsc3)o2)CC1,-3
Cn1nc(C(=O)NC2CCC(Oc3ccccn3)CC2)ccc1=O (stereo unspecified),-11
Cc1ccc(C)c2sc(N3CCN(C(=O)c4ccc(Cl)s4)CC3)nc12,-14&-12
COc1ccc(C(=O)c2oc3ccc(NC(=O)c4ccccc4Br)cc3c2C)cc1OC,9
Cc1ccc(S(=O)(=O)N2CCCC2C(=O)Nc2nnc(-c3cc(C)nn3C)o2)cc1 (stereo unspecified),13
COC(=O)c1ccc2c(=O)n(CCC(=O)NCCN3CCCCC3)c(=S)[nH]c2c1,2
Cn1c(=O)c2c(ncn2CC(=O)NCC2CCN(C(=O)c3ccoc3)CC2)n(C)c1=O,-9
COc1ccc(C(=O)NCc2sc(C)nc2C)cc1,-28
Cc1c(NC(=O)CSc2ncnc3sc4c(c23)CCC(C)C4)c(=O)n(-c2ccccc2)n1C (stereo unspecified),-15
O=C(c1cccn(Cc2ccccc2F)c1=O)N1CCCc2ccccc21,-10
COC(=O)c1cc(Nc2cccc(SC)c2)c2cccc(C)c2n1,-55
O=C(CN1C(=O)C[C@@H](c2ccco2)Sc2ccccc21)Nc1cccc(F)c1,-10
COc1ccc(C=NNC(=O)C2CCN(c3ncc(C(F)(F)F)cc3Cl)CC2)cc1,-6

The final five compounds of the part before come first, to join the parts.
compound,SSB-PriA inh
Cc1c(NC(=O)CSc2ncnc3sc4c(c23)CCC(C)C4)c(=O)n(-c2ccccc2)n1C (stereo unspecified),-15
O=C(c1cccn(Cc2ccccc2F)c1=O)N1CCCc2ccccc21,-10
COC(=O)c1cc(Nc2cccc(SC)c2)c2cccc(C)c2n1,-55
O=C(CN1C(=O)C[C@@H](c2ccco2)Sc2ccccc21)Nc1cccc(F)c1,-10
COc1ccc(C=NNC(=O)C2CCN(c3ncc(C(F)(F)F)cc3Cl)CC2)cc1,-6
COc1ccc(Nc2cc(C)nc(N3CCN(C(=O)c4cccc(C(F)(F)F)c4)CC3)n2)cc1,-14
COc1ccccc1OCCCC(=O)Nc1cc(Cl)cc(Cl)c1,-22
COc1cc(C=NNc2nc3ccccc3[nH]c2=O)ccc1O,-20
COc1cccc2sc(N3CC(OC(=O)c4ccn(C)n4)C3)nc12,-6
CCOC(=O)NN=C/C=C/c1ccccc1[N+](=O)[O-],3
CCOc1ccccc1-n1ccn(Cc2ccccc2F)c(=O)c1=O,-14
O=C(NN=C/C=C/c1ccc([N+](=O)[O-])cc1)C1COc2ccccc2O1 (stereo unspecified),14
O=C(CSCc1ccccc1)Nc1nc(-c2ccc3c(c2)CCCC3)cs1,4
Cc1ccccc1C(=O)N[C@H]1CC(=O)N(C)C1,-12
COc1ccc(Nc2ccc3c(=O)c(-c4ccc(OC)c(OC)c4)coc3c2)c(OC)c1,-13
CS(=O)(=O)N1CCC(C(=O)Nc2ccn3nccc3c2)CC1,-11
Cc1cc(C)c(S(=O)(=O)N2CCC(Cc3ccccc3)CC2)c(C)c1,-14&-10
O=C(Cn1cnc2c(cnn2-c2cccc(Cl)c2)c1=O)Nc1ccc2c(c1)OCCO2,-2
Cc1nc(N2CCOCC2)nc(C)c1NC(=O)C1CC1,-16
Cc1ccc(SCCC#N)cc1,-11
COc1cccc(-c2cc(C(=O)N[C@H]3CCN(c4ccc(-c5nc(C)no5)cn4)C3)[nH]n2)c1,-16
CSC1CC2CCC(C1)N2C(=O)Cn1ncccc1=O (stereo unspecified),-6
S=c1[nH]c(-c2ccccc2)cn1N=Cc1ccc(Br)cc1,16
CS(=O)(=O)N1CCC(C(=O)N2CC(n3cc(-c4ccccc4)nn3)C2)CC1,7

These rows are one share of the data. The share of hits here may be higher or lower than overall.
